Compound activity as filed in PubChem BioAssay.
FBA Mtb inh: Mtb fructose-bisphosphate aldolase inhibition; purified M. tuberculosis FBA, fluorescence read-out; inhibition, % at 1 µM; hit rate 2.3% among 360,000; AID 588726; in the data active = inhibition above about 27%;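 note: 0% = vehicle and 100% = reference inhibitor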
PfHsp40 rescue: compounds rescuing yeast from Plasmodium falciparum HSP40 toxicity; S. cerevisiae expressing PfHsp40, growth rescue, ATP luminescence; growth rescue, % at 12.5 µM; hit rate 0.68% among 340,000; in the data active = growth rescue above about 28%, passing the limit was not always enough; inconclusive = no clear call, values can overlap the other calls;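 note: yeast W303a lacking pdr1 and pdr3 grown in galactose medium; growth measured after three days at 30 °C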
BoNT-F LC inh: inhibitors of Botulinum neurotoxin F light chain protease | Multiplex microsphere protease cleavage assay, flow cytometry | inhibition, % at 10 µM | hit rate 0.22% among 360,000; in the data active = inhibition above about 35%, passing the limit was not always enough; inconclusive = no clear call, values can overlap the other calls; note: plate controls were buffer without enzyme for full effect and enzyme alone for no effect
BoNT-A LC inh2: inhibitors of Botulinum neurotoxin A light chain protease | multiplex microsphere protease substrate cleavage, flow cytometry | hit rate 0.17% among 360,000 | inhibition, % at 10 µM; note: plate controls were buffer without enzyme for full effect and enzyme alone for no effect
FadD28 FP inh: inhibitors of Mycobacterium tuberculosis FadD28 bisubstrate binding; hit rate 0.22% among 360,000; inhibition, % at 12.5 µM; AID 588549; FadD28 bisubstrate probe binding, fluorescence polarization; in the data active = inhibition above about 8.5%, passing the limit was not always enough; inconclusive = no clear call, values can overlap the other calls
BioA inh: BioA (M. tuberculosis) enzyme inhibition; inhibition, % at 9.99 µM; purified M. tuberculosis BioA enzyme, plate reader; hit rate 0.096% among 360,000; AID 602481; in the data active = inhibition above about 40%; inconclusive = no clear call, values can overlap the other calls
UGM FP inh: inhibitors of M. tuberculosis UDP-galactopyranose mutase; purified UGM, fluorescence polarization probe displacement; hit rate 0.06% among 320,000; inhibition, % at 10 µM; P9WIQ1; in the data active = inhibition above about 10%, passing the limit was not always enough; inconclusive = no clear call, values can overlap the other calls
Anthrax LF prot: anthrax lethal factor protease inhibition; AID 588501; inhibition, % at 10 µM; hit rate 0.12% among 360,000; multiplex microsphere protease cleavage assay, LF; note: plate controls were buffer without enzyme for full effect and enzyme alone for no effect
Target sequence (P15917 whole entry, looked up): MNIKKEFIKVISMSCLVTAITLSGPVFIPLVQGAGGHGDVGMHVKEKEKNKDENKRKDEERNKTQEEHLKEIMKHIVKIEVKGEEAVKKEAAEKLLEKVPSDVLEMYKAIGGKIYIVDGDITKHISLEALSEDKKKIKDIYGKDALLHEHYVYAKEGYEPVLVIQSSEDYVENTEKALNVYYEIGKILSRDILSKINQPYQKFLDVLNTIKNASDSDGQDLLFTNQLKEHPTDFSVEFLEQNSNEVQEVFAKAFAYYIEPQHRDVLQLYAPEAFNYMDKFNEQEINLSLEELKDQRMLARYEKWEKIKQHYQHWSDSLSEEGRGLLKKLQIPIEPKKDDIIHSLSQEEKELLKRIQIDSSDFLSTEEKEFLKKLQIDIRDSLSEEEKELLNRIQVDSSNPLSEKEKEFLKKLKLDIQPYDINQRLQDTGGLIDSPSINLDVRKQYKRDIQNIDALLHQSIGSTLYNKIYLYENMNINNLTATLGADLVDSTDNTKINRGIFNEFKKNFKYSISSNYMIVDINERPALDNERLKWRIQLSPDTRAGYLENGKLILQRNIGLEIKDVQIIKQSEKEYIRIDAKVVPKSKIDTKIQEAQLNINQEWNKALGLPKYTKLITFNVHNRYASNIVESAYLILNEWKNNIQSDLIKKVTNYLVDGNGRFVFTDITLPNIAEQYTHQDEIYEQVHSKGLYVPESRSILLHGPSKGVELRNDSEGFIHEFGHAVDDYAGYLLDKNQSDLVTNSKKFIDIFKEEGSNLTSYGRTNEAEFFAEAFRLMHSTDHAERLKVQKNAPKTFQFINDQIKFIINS
GDH-TPI inh: inhibits GDH-TPI coupling enzymes, artifact for Mtb FBA screen; AID 588335; hit rate 1.2% among 360,000; GDH-TPI coupled enzyme counterscreen, NADH absorbance; inhibition, % at 4.8 µM; in the data active = inhibition above about 30%;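 note: 0% = DMSO wells and 100% = wells lacking the enzyme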
* = called active by the depositor; u = inconclusive; x = no result given. Cut-off read from the data, not from the text of the source, unless noted: active = inhibition above about 30%; inconclusive = no clear call, values can overlap the other calls; inactive = below that. Outcome played no part in choosing rows, and some 4.7% of all compounds hit somewhere here.

smiles	GDH-TPI inh	UGM FP inh	FBA Mtb inh	PfHsp40 rescue	FadD28 FP inh	BioA inh	Anthrax LF prot	BoNT-F LC inh	BoNT-A LC inh2
CCOC(=O)Cc1csc(NC(=O)CCSc2ccccc2)n1	-12	3.5	-1	1.7	-4.6	-1.1	-5	-2	0.5
C[C@H]1CC[C@@H]2[C@@H](C)[C@H]3[C@H](C[C@H]4[C@@H]5CC=C6C[C@@H](O[C@@H]7O[C@H](CO)[C@H](O)[C@H](O[C@@H]8O[C@H](CO)[C@@H](O)[C@H](O)[C@H]8O)[C@H]7O[C@@H]7O[C@@H](C)[C@H](O)[C@@H](O)[C@H]7O)CC[C@]6(C)[C@H]5CC[C@]34C)N2C1	7	-0.9	1	-1.3	-3.7	-1.5	0	3	0.4
O=C(NCCNC(=O)c1ccc(-c2cc(Cl)ccc2Cl)o1)c1cnccn1	16	x	3	x	-2.2	-1.1	2	-2	0.0
CCC(CO)Oc1cc(NCc2ccncc2)c2ncn(C(C)C)c2c1 (configuration not stated)	3	-1.3	1	-1.1	-0.2	0.5	-8	-7	-0.2
Cc1cccc(C)c1NC(=O)/C(=C/c1ccco1)c1ccccc1	27	2.5	0	0.3	-1.8	-0.5	-9	-2	-0.1
CCN(CC)S(=O)(=O)N1CCN(S(=O)(=O)N2CCOCC2)CC1	6	-0.2	1	-1.7	-2.8	x	1	0	-0.9
CCOc1ccc(S(=O)(=O)NN2Cc3ccccc3C2=N)cc1	0	-0.7	1	0.2	0.7	x	-7	0	-1.0
COc1cccc(-c2cc(C(=O)Nc3cc(C)on3)no2)c1	-3	4.3	0	-0.5	-0.6	x	0	2	-0.1
CC(C(=O)NCc1ccccc1)N(Cc1ccccc1Cl)C(=O)c1snc(C(N)=O)c1N (configuration not stated)	3	-3.0	8	-0.8	-2.3	-3.3	-2	-2	0.7
COc1ccc(NC(=O)NNC(=O)COc2ccc3cc(Br)ccc3c2)c(OC)c1	5	4.6	-4	-0.5	-3.8	-1.5	-1	1	2.2
O=S1(=O)CCN(CCCCc2ccccc2)CC1	10	x	-1	x	-0.6	1.3	-10	-9	-0.4
O=C(CCn1c(=O)[nH]c2ccsc2c1=O)NCCc1ccc(Cl)cc1	0	-0.6	2	-0.9	-1.3	-0.4	-3	1	-0.1
COc1ccccc1C(=O)Nc1ccc2c(c1)OCCO2	-3	1.9	7	1.0	0.0	1.9	0	-4	0.0
O=Cc1cn(CCC(=O)O)nc1-c1cccc(Br)c1	-4	2.6	2	-0.7	0.0	-2.6	4	-5	-0.5
O=C(CC1C(=O)NCCN1CC(c1ccccc1)c1ccccc1)NCCc1cn[nH]c1 (configuration not stated)	3	-0.5	2	1.4	-0.4	-1.9	-2	-4	0.3
COc1cc(OC)cc(C(=O)NNC(=O)CCNS(=O)(=O)c2ccc(Br)cc2)c1	9	-0.4	7	-1.6	-8.6	1.2	-4	-3	-0.3
O=C(CSc1nc2c(oc3ccccc32)c(=O)n1CC1CCCO1)NCc1ccc(F)cc1 (configuration not stated)	7	x	6	-0.3	-0.4	-2.2	1	18	7.1
O=C1CN(S(=O)(=O)c2cccc(Br)c2)CCN1	10	-0.1	-2	-0.6	0.0	x	-1	-2	-0.1
C/C(CS(=O)(=O)c1ccc(Cl)cc1)=N/NC(N)=S	0	-2.3	5	-0.5	-0.2	-1.7	1	-4	-0.7
COc1ccc2cc(C(=O)NCc3ccccc3)c(=O)oc2c1	16	-2.5	33*	1.6	-1.3	-2.1	-12	9	-1.5
CC1Cc2ccccc2N1C(=O)C(C)n1cc(C(F)(F)F)cc(Cl)c1=O (configuration not stated)	1	0.8	3	1.2	1.0	-0.5	x	x	x
O=C(NNc1cc(C(F)(F)F)ccc1Cl)c1ccc(=O)[nH]c1	0	-2.4	2	-0.2	-2.7	-0.4	-9	-22	-1.9
COC(=O)CCC(=O)NC(=S)Nc1cc(Cl)ccc1Cl	1	-1.5	0	3.1	-1.2	-2.6	-2	-6	-0.5
COC(=O)C1CCN(CC(=O)N(C)c2c(N)n(Cc3ccccc3)c(=O)[nH]c2=O)CC1	-1	-1.4	-1	-0.3	-0.5	-1.4	-6	-7	0.1
COc1cc(/C=N/O)ccc1Oc1ccc([N+](=O)[O-])cc1[N+](=O)[O-]	10	-0.8	-1	-1.1	-0.3	x	1	-6	-0.3

The last 3 compounds of the section above are carried over, then new ones follow.
smiles	GDH-TPI inh	UGM FP inh	FBA Mtb inh	PfHsp40 rescue	FadD28 FP inh	BioA inh	Anthrax LF prot	BoNT-F LC inh	BoNT-A LC inh2
COC(=O)CCC(=O)NC(=S)Nc1cc(Cl)ccc1Cl	1	-1.5	0	3.1	-1.2	-2.6	-2	-6	-0.5
COC(=O)C1CCN(CC(=O)N(C)c2c(N)n(Cc3ccccc3)c(=O)[nH]c2=O)CC1	-1	-1.4	-1	-0.3	-0.5	-1.4	-6	-7	0.1
COc1cc(/C=N/O)ccc1Oc1ccc([N+](=O)[O-])cc1[N+](=O)[O-]	10	-0.8	-1	-1.1	-0.3	x	1	-6	-0.3
C/C(=N\NC(=O)c1c(-c2ccccc2Cl)noc1C)c1cccc(NC(=O)C(C)C)c1	2	-0.2	-1	0.1	-1.0	0.3	-2	-5	-1.4
CCC(=O)c1ccc(OCC(O)CN(C)C2CCCCC2)cc1 (configuration not stated)	3	0.2	8	0.3	-1.0	-2.4	5	-9	1.2
O=C(NNC(=O)C(c1ccccc1)c1ccccc1)c1ccccn1	4	-1.8	1	0.7	-3.5	x	-2	-9	-1.4
Cc1ccc(NC(=O)c2ccc3c(=O)n4c(nc3c2)CCC4)cc1F	15	-1.5	2	0.2	-1.0	0.2	-5	-6	-0.4
O=C(COC(=O)COc1ccc(Nc2ccccc2)cc1)NCc1ccco1	-2	-0.2	0	0.0	-0.6	1.2	-8	-2	0.4
CN(C)C(CNC(=O)c1cccc(S(=O)(=O)Nc2ccccc2Cl)c1)c1ccccc1 (configuration not stated)	-10	x	2	0.7	-2.2	3.4	x	x	x
Oc1c(Br)cc(Br)cc1/C=N/N1CCN(Cc2ccccc2)CC1	16	-0.6	0	11	-0.4	x	-4	-6	-1.3
Cc1cccc(N(C(=O)c2snc(C(N)=O)c2N)C(C(=O)NCc2ccccc2)c2ccncc2)c1 (configuration not stated)	12	-0.8	14	2.2	-1.4	x	3	-25	-5.1
Fc1cccc(Cl)c1-c1nnc2ccc(N3CCOCC3)nn12	-2	1.2	4	0.9	-1.2	x	-9	5	1.0
CC(C)C(CCN1C(=O)c2ccccc2C1=O)c1ccco1 (configuration not stated)	-9	-0.7	-3	0.9	-0.8	0.2	-4	5	0.5
CCOc1cc(NC(=O)C2CCCCC2)c(OCC)cc1NC(=O)c1ccco1	-8	-2.0	-10	0.4	-3.5	-0.4	1	2	1.1
CCCC(=O)N1CCC1(C)C(=O)NS(=O)(=O)c1cccc(Cl)c1 (configuration not stated)	-6	x	0	x	-2.4	-0.2	-2	-2	-0.2
Oc1ccc(Cl)cc1-c1cc(-c2ccccc2)n[nH]1	-10	0.4	2	0.8	0.6	-0.6	-2	-13	-1.2
CCOC(=O)c1[nH]c(C)c(C(=O)NCc2ccc(OC)cc2)c1C	8	-2.0	7	0.6	0.1	-1.0	-5	-6	-0.9
CN=c1scc(C)n1/N=C/c1ccc(O)c(O)c1O	22	1.6	0	-1.1	-0.5	-2.3	-22	-42	-3.3
Cn1ncc([N+](=O)[O-])c1C(=O)Nc1ccc(-c2ccccc2)cc1	21	0.0	-1	-1.4	-0.2	4.3	-2	u	u
COc1ccc(NC(=S)NCc2ccc3c(c2)cc(C)n3C)cc1	13	-0.6	2	-0.9	-2.9	-0.6	-120	-135	25
COc1cc2oc(=O)cc(-c3ccc(-c4ccc(CO)cc4)cc3)c2c(OC)c1OC	11	x	2	-0.5	0.9	-1.7	-4	-10	-0.3
CC(=O)Nc1ccc(NC(=O)CSc2nnc(NC(=O)c3cccc(F)c3)s2)cc1	14	-2.8	0	0.2	-2.0	4.8	0	-6	-0.9
CNC(=S)N(CCc1c(C)[nH]c2ccc(C)cc12)Cc1ccco1	14	3.6	9	0.4	0.1	-2.8	0	-19	5.6
O=CN1CCN(C(=O)c2ccccc2Cl)CC1	12	-0.6	1	-1.1	0.3	-0.7	-2	-15	-0.3
CCC(C)c1ccccc1N1CC(C(=O)Nc2ccc(C)c(S(=O)(=O)N3CCOCC3)c2)CC1=O (configuration not stated)	9	5.1	-1	1.2	-4.7	x	-3	13	2.2
COc1ccc(/C=N/n2c(=O)[nH]c3c([nH]c4ccc(Br)cc43)c2=O)cc1CN1CCOCC1	3	6.1	7	0.1	-3.7	-0.3	1	u	-0.7
COc1ccccc1-c1cc(C(=O)N2CCN(S(=O)(=O)c3ccc(C)cc3)CC2)[nH]n1	14	x	3	0.1	0.3	-4.4	2	-2	-0.2
Cc1ccc(-c2nsc(SCC(=O)NCC3CCCO3)n2)cc1 (configuration not stated)	4	2.2	1	2.6	-3.0	x	-3	-1	0.5
Cc1ccc(NC(=O)C2CC(=O)N(c3ccc4c5c(cccc35)CC4)C2)cc1 (configuration not stated)	2	-0.1	-4	3.4	u	-0.7	-2	-5	0.0
CCOC(=O)c1cnn(-c2ccccc2)c1NC(=O)c1ccccc1	-1	3.2	-1	0.7	-2.5	4.1	-1	-3	-0.7
COCCCNc1ncnc2c1cnn2-c1ccc(C)cc1C	16	-1.1	4	-0.4	-0.7	2.2	-5	1	-0.4
CC1CCCN(S(=O)(=O)c2ccc([N+](=O)[O-])cc2)C1 (configuration not stated)	4	4.8	3	1.3	2.2	-1.6	9	-15	0.9
COc1ccc(C(CCN2CCCC(C)C2)c2c(OC)cc(OC)c3c2OC(=O)CC3c2cc(OC)c(OC)c(OC)c2)cc1 (configuration not stated)	4	-0.3	-2	-1.3	-0.3	0.0	-6	-7	-0.5
CCOC(=S)SCC(=O)N1CCc2cc(OC)ccc2C1C1C(=O)CCCC1=O (configuration not stated)	3	-0.3	-1	-0.6	-0.1	5.8	2	-4	-0.1
Cc1cc(=O)oc2c3c4c(cc12)OCCN4CCC3	6	2.6	76*	1.7	-1.7	24	-4	-16	1.3
Clc1cccc(Cc2c(-c3cccc(Cl)c3)nc3ccc(Cl)cn23)c1	x	x	7	x	-3.4	6.2	7	-4	-0.9
COc1ccccc1C(C)NC(=O)c1cc(=O)[nH]c2ccccc12 (configuration not stated)	6	0.5	5	-0.7	-0.2	-2.2	1	8	0.2
CCOC(=O)c1sc2ncn(CC(=O)Nc3cc(C)on3)c(=O)c2c1C	1	x	4	0.8	-0.9	-3.9	-4	-8	0.3
O=C(COC(=O)c1ccc2ccccc2c1)NCCCc1ccccc1	7	-2.6	5	1.0	-2.4	-0.8	-2	-1	0.3
O=C(NCc1ccncc1)c1ccc(N2CCCC2)c([N+](=O)[O-])c1	6	-1.6	-6	-0.4	0.3	x	-6	6	-0.8
Cc1ccc(N(C(=O)c2csnn2)C(C(=O)NC(C)(C)C)c2cccnc2)cc1C (configuration not stated)	-10	-0.6	2	-0.5	-3.7	x	-3	-1	-0.3
CCN(CC)S(=O)(=O)c1cccc(C(=O)c2c(C)cc3ccccn23)c1	12	x	-2	4.3	0.1	x	-1	0	0.5
COC(=O)c1ccccc1-c1cn(C)c2ccccc2c1=O	6	0.9	11	1.3	-3.3	5.6	-2	24	-3.7
COc1ccc(Oc2c(C)oc3cc(OC(=O)N(C)C)ccc3c2=O)cc1	-7	-0.3	1	-1.1	-2.8	1.3	-6	-17	-2.8
O=C(CSc1nc2ccccc2[nH]1)Nc1ccc(F)c(F)c1	0	3.1	0	1.6	-5.1	12	2	-2	0.4
